Compound activity (PubChem BioAssay)
KCNH2 3.1 inh: inhibitors of human KCNH2 3.1 potassium channel isoform | U2OS KCNH2 3.1, thallium flux FluxOr; stronger effect = lower value | activity change, % (tested at about 1.8 µM) | AID 720553 | actives 0.95% (n = 340,000);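 active means maximum activity change below -70%; inconclusive means maximum activity change from -70% to -50%; inactive means maximum activity change above -50%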;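 further: thallium influx rate constant from kinetic fluorescence after stimulation buffer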
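Steps: virus added to U2OS suspension (4 h, RT, dark); medium with 10% FBS added, cells plated, 37 C overnight; FluxOr/Red40 loading buffer 45 min RT; stimulation buffer, 2 min kinetic read; rate constant normalized.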
Eya2 phos inh: inhibitors of human Eya2 phosphatase activity. recombinant Eya2, OMFP fluorescence dephosphorylation (OMFP is methylfluorescein phosphate). AID 488837. O00167. actives 0.006% (n = 330,000). Potency, µM (titrated, usually from 76.9 µM), for the others: top-dose activity, negative = inhibition, actives largely listed as inhibitors; further: potency means the concentration at half of the fitted maximal effect
Target sequence (O00167 whole entry, looked up): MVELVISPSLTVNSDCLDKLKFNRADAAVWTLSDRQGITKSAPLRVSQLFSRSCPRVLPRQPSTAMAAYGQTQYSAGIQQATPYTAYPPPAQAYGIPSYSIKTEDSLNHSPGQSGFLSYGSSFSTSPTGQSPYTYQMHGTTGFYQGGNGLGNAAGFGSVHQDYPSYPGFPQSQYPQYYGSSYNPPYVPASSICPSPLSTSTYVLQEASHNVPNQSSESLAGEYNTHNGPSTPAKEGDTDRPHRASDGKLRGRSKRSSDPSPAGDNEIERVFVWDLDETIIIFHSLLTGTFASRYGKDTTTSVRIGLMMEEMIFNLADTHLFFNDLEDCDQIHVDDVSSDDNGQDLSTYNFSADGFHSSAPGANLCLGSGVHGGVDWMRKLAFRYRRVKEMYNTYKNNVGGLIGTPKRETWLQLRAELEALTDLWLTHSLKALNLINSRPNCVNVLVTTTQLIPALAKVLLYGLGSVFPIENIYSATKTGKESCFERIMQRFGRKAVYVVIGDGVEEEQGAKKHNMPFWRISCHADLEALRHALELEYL
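Eya2 protein (added as 0.2 uM solution) was preincubated with compound for 10 min at ambient temperature in 50 mM HEPES pH 7.5, 50 mM NaCl, 5 uM MgCl2, 0.05% BSA, 1 mM DTT. OMFP (added at 50 uM) then reacted 10 min; fluorescence read at 485/525 nm.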
uPA generation: cell surface uPA generation inhibition | actives 0.31% (n = 330,000) | AID 540303 | Potency, µM (series often up to 38.3 µM), for the others: top-dose activity change, negative = inhibition, most hits filed as inhibitors | cell surface uPA generation assay, qHTS; active means well fitted inhibition curve with a large enough effect; inconclusive means small, poorly fitted or top-dose-only effect; inactive means no such curve, though single readings can be large or run the other way; tested in mouse RAW 264.7 cells; further: potency means the concentration at half of the fitted maximal effect; nearly all actives have a fitted effect of over 55% in size
USP2a block: blocks human ubiquitin-specific protease USP2a. O75604. USP2 core, Ub-CHOP2 coupled fluorogenic reporter, 485/531. Potency, µM (titrated, usually from 38.3 µM), for inactives: at the highest dose activity change, negative = inhibition, actives largely listed as inhibitors. actives 0.01% (n = 330,000). AID 463254;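 further: potency means the concentration at half of the fitted maximal effect; plate controls were DMSO wells for no effect and full inhibition by NEM control for full effect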
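Cell-free coupled assay: 10nM USP2 core preincubated 30min RT with compound in Tris-HCl pH 8.0/CaCl2/CHAPS buffer, then 25nM Ub-CHOP2 and 25nM reporter substrate; fluorescence (Ex 485/Em 531) read after 60min RT, normalized to NEM inhibition, concentration-response curves fitted.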
Giardia kill: kills Giardia lamblia | Giardia lamblia trophozoite viability | activity change, % at 7.66 µM, hits read low | actives 0.15% (n = 340,000); in the data active means activity change below about -80%; inconclusive means between about -30% and that limit;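 further: parasites exposed to compound for two days anaerobically before the ATP read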
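Killing of trophozoites was scored by loss of ATP luminescence after a 48 hrs anaerobic exposure to compounds at 37 deg C, using 100 cells per well.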
PKM2 act: increases activity of human pyruvate kinase M2 | P14618 | purified PKM2, Kinase-Glo ATP luminescence, activation; response scale: 0% is enzyme alone, no compound | Potency, µM (doses to about 57.5 µM), for the others: at the top dose activation, actives largely listed as activators | actives 0.34% (n = 260,000) | AID 1631; further: potency means the concentration at half of the fitted maximal effect; nearly all actives have a fitted effect of over 55% in size
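hPK-M2, >95% pure; 0.1 mM ADP / 0.5 mM PEP final; imidazole pH7.2 buffer w/ 7 mM MgCl2, 50 mM KCl; 1 h RT; Kinase-Glo lum. Intermediate enzyme activity for dual inhibitor/activator qHTS.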
KCNH2 WT inh: inhibitors of human wildtype KCNH2 potassium channel. activity change, % at 1.84 µM. Q12809. actives 0.37% (n = 340,000). U2OS, BacMam KCNH2, thallium flux FluxOr; stronger effect = lower value. AID 720551;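 active means maximum activity change below -70%; inconclusive means maximum activity change between -70% and -50%; inactive means maximum activity change above -50%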
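U2OS cells were transduced with wild-type KCNH2 virus (2.03 x 10^8 / mL) for 4 h at room temperature, then cultured overnight at 37 C. Thallium flux was read with FluxOr dye. Rate constants were normalized to DMSO controls.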
Chronic BCR inh: chronic active BCR signaling inhibition; AID 493014; Potency, µM (series often up to 46.1 µM), inactives show top-dose ratio change, negative = lower green/red ratio, most hits filed as inhibitors; actives 0.05% (n = 340,000); ABC-DLBCL IkBa-CBG/CBR reporter, luminescence ratio, 4 h; active means well fitted inhibition curve with a large enough effect in the signal ratio, with a control signal flat, not every such curve was filed as active; inconclusive means small, poorly fitted or top-dose-only effect, or effect the other way, or a change in a side signal; the % refers to the signal ratio;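 further: potency means the concentration at half of the fitted maximal effect; plate controls were basal doxycycline-induced cells for no effect and cells given 10 µM MG132 for full effect; MG132 reads +100%, hits lower the ratio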
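Doxycycline induced both beetle luciferases in TMD8 lymphoma cells; IKK-driven degradation limits the IkappaBalpha-fused green signal, while red luminescence normalises for cell number and nonspecific effects. Compounds tested up to 46 uM, 4 hrs.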
B2AR arrestin: agonists driving beta-arrestin recruitment to human beta2-adrenergic receptor; Potency, µM (highest dose often 46.1 µM), inactives show top-dose activation, most hits filed as activators; P07550; beta-arrestin recruitment to beta2AR, cell-based reporter; actives 0.02% (n = 330,000);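 further: potency means the concentration at half of the fitted maximal effect; 0% = DMSO controls and full agonism = EC100 isoproterenol or metaproterenol; nearly all actives have a fitted effect of over 65% in size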
Target sequence (P07550 whole entry, looked up): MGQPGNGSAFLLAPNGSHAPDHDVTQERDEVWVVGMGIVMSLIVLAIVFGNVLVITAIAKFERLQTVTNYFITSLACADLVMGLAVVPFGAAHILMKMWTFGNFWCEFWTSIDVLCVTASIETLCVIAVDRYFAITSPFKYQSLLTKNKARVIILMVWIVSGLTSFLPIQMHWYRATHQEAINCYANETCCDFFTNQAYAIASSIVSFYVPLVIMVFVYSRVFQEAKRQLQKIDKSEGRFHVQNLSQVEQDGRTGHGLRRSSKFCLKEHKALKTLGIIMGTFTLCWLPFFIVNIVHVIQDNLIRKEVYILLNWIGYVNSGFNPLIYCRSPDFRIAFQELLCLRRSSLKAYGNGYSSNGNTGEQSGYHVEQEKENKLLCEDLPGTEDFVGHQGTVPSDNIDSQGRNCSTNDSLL
GALK inhibitor: blocks human galactokinase activity | P51570 | Purified GALK, Kinase-Glo residual ATP luminescence | Potency, µM (series often up to 57.5 µM), inactives show top-dose activity change, negative = inhibition, most hits filed as inhibitors | actives 0.007% (n = 270,000) | AID 1868; further: potency means the concentration at half of the fitted maximal effect
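Human GALK (5 nM) with 35 uM ATP and 100 uM galactose in 20 mM HEPES pH 8.0, 5 mM MgCl2, 60 mM NaCl, 1 mM DTT, 0.01% BSA. After 1 h at room temperature, leftover ATP was read by Kinase-Glo Plus luminescence.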
Coupling enz: inhibits coupling enzyme system, counter-screen for aldolase hits. coupling enzyme system counterscreen, AmpLite Red fluorescence. activity change, negative = inhibition, % at 58.2 µM, hits read low. actives 0.67% (n = 290,000). AID 2472; in the data active means activity change below about -30%
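Counterscreen lacking aldolase: glyceraldehyde-3-phosphate coupling-enzyme reagent preincubated 10 min at RT with compound (at 57.5 uM final), then substrate/coupling system with AmpLite Red added; fluorescence read at 525/598 nm after 20 min RT.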
An asterisk follows results filed as active; ? = inconclusive; . = not tested or not shown; [ ] = dose if it differs, or a comment. Unless noted, the call rests on the fitted dose curve; in most records, active means well fitted curve in the direction sought with a large enough effect; inconclusive means small, poorly fitted or top-dose-only effect, or another doubt; inactive means no such curve, though single readings can be large; an effect the other way counts as inactive or inconclusive. Unless noted, on the % scale 0 is the no-effect control and ±100 the full control effect.

SMILES	KCNH2 3.1 inh	Eya2 phos inh	uPA generation	USP2a block	Giardia kill	PKM2 act	KCNH2 WT inh	Chronic BCR inh	B2AR arrestin	GALK inhibitor	Coupling enz
COc1ccc(CCNC(=O)c2ccc(Cl)cc2)cc1	4	-4%	-1%	3%	-2	7%	4	0%	-0.5%	-2%	0
COC1CCCN(C(=O)c2ccc3oc(Cc4ccc(Cl)cc4)nc3c2)C1 (stereo not given)	-5	-14%	3%	0%	30[activator]	-7%	7	-1%	0.0%	-2%	.
Cc1cc(-c2nnc(CCC(=O)NC(C)c3cccc4ccccc34)o2)no1 (stereo not given)	2	-4%	3%	1%	-11	-6%	-16	3%	-1.6%	5%	0
CC(C)(C)c1ccccc1N=Cc1ccc2ccccc2n1	3	-4%	5%	1%	-10	3%	3	-4%	0.4%	-1%	1
COc1ccc(CCNC(=O)c2cc(C3CC3)nc3c2cnn3C(C)C)cc1	-12	-5%	-16%	-10%	15	.	-4	4%	-0.2%	.	.
Cc1cccc(C(C(=O)NC2CCCC2)N(Cc2cccnc2)C(=O)c2csnn2)c1 (stereo not given)	-5	-18%	-1%	3%	-23	.	-5	-4%	0.0%	3%	-1
Cc1cccc(C)c1NC(=O)CN1CCN(C(=O)CNC(=O)c2ccc(N3CCCC3=O)cc2)CC1	7	11%	-6%	3%	-2	.	0	2%	-0.2%	.	.
CC(=O)Nc1ccc(N(C(=O)CNC(=O)c2cccs2)C(C(=O)NCC2CCCO2)c2ccccc2)cc1 (stereo not given)	2	-17%	2%	0%	26	-2%	4	13%	-0.2%	2%	1
CC(C)C[C@H](NC(=O)OC(C)(C)C)C(=O)N/N=C/c1ccc2nccnc2c1	4	-9%	.	0%	1	6%	-10	-28%	-0.1%	1%	3
CC(C)Cn1c(SCc2nnc(-c3cccs3)o2)nc(O)cc1=O	3	15%[15.4 µM]	1%	3%	-1	0%	1	?	0.1%	0%	1
COc1ccc(CCC(=O)O)cc1OC	9	4%	0%	0%	10	1%	6	-1%	-1.0%	-1%	0
Cc1cc(C)n(-c2nc(NCCN(C)C)c3c4c(sc3n2)COC(C)(C)C4)n1	7	11%	-5%	1%	1	-4%	4	?	-0.1%	-2%	2
Cc1ccc(NC(=O)/C=C/c2ccco2)nc1	8	3%	-14%	4%	8	5%	1	?	-0.6%	0%	-2
CCc1ccc(OCC(=O)NC2CCCCC2)c(Br)c1	-15	9%	-5%	2%	?	5%	-16	6%	0.1%	-3%	.
O=C(CSc1nc2nc(-c3cccs3)cc(C(F)(F)F)c2c(=O)[nH]1)NCc1ccco1	-5	0%	-9%	-4%	8	-13%	-3	-1%	0.2%	1%	12
COCCCNC(=O)/C(C#N)=C/c1c(N2CCN(c3ccccc3)CC2)nc2ccccn2c1=O	-6	10%	-6%	-1%	-5	.	-2	5%	0.4%	.	5
COc1ccc(S(=O)(=O)N2CCOCC2)cc1NC(=O)CSc1nnc(N)s1	-2	13%	1%	-1%	-11	.	3	7%	0.1%	.	.
C=CCNc1nc(C(=O)OCC(=O)NCc2ccccc2OC)cs1	-2	0%	12%	1%	-2	.	3	4%	-1.0%	.	.
O=C(/C=C/c1ccco1)OCC(=O)c1ccc(OC(F)F)cc1	-1	2%	?	-6%	0	.	-9	?	0.4%	.	.
Cc1cccc[n+]1CC(=O)Nc1ccccc1	3	-16%	1%	2%	3	-1%	-7	4%	-0.6%	-6%	0
COc1ccccc1S(=O)(=O)NCc1ccc(C(=O)N(C)Cc2ccc(F)cc2)cc1	-7	22%	-8%	1%	11	.	-5	2%	-0.1%	.	.
CCc1c(C)c(C#N)c2nc3ccccc3n2c1N1CCN(c2cc(C)ccn2)CC1	.	-14%	.	0%	.	-1%	.	-5%	-0.8%	-2%	.
CCCn1c(SC(C(=O)Nc2cc(C)ccc2OC)c2ccccc2)nc2ccccc2c1=O (stereo not given)	-41	-2%	0%	-3%	6	-3%	-19	9%	-0.4%	0%	1
CCOc1ccc(/C=C/C(=O)N(C)CC(=O)Nc2cccc(F)c2)cc1OCC	-8	-11%	-1%	3%	2	.	-4	-3%	0.1%	.	.
CCCC(c1nnnn1C1CCCCC1)N1CCN(C(=O)c2ccco2)CC1 (stereo not given)	-2	-4%	-1%	2%	10	0%	22	2%	-0.4%	7%	4
COc1cc2c(cc1OC)C1OC(c3ccsc3)(C2)Oc2cc(C)oc(=O)c21 (stereo not given)	.	-4%[15.4 µM]	.	1%[7.66 µM]	.	2%[11.5 µM]	.	12%[9.22 µM]	-0.3%[9.22 µM]	.	1
CCOC(=O)C1=C2N(C)c3ccccc3N2CCC1=O	-2	-9%	3%	3%	-8	0%	3	0%	0.0%	1%	-1
N#Cc1ccc(-c2ccc(C3Nc4ccccc4C(=O)N3O)o2)cc1 (stereo not given)	.	21%	12%	-1%	-10	.	.	?	-0.9%	.	.
Cc1[nH]c2ccc3ccccc3c2c(=O)c1C/C=C/Cl	10	-11%	-6%	0%	9	-4%	-2	11%	0.1%	-2%	0
NS(=O)(=O)c1ccc(CNC(=O)COc2ccc3c4c(c(=O)oc3c2)CCCC4)cc1	-14	-4%	1%	1%	-4	1%	-1	0%	0.4%	-1%	-2
O=c1cc2oc3cc(O)c(O)cc3c(-c3ccccc3[N+](=O)[O-])c-2cc1O	4	-24%	?	?	?	.	3	?	0.1%	15%	-20
CCCCN(Cc1cc2cc(OC)ccc2[nH]c1=O)C(=O)c1ccccn1	-3	5%	2%	1%	2	4%	1	2%	0.3%	0%	0
CCN(CC(=O)NCc1cccs1)c1ccc(S(=O)(=O)N2CCOCC2)cn1	-1	-17%	0%	-1%	-9	-2%	6	-1%	0.4%	14%	1
O=[N+]([O-])c1cccc(CN2CCN(S(=O)(=O)Cc3ccccc3)CC2)c1	-9	3%	3%	-1%	-4	2%	1	6%	-0.1%	-2%	.
CNC(=S)N/N=C/c1cc(Br)cc(Br)c1O	-4	-13%	-7%	9%	-5	1%	-7	?	-0.1%	2%	10
CCc1[nH]c(=O)c(C#N)c2c1COC(C)(C)C2	-6	-1%	.	8%	-8	1%	-8	?	2.7%	2%	-1
Cc1ccccc1CN(C)CCS(=O)(=O)c1cc(Cl)ccc1Cl	10	-11%	-10%	0%	28	-1%	5	?	-0.3%	7%	0
COc1ccc(S(=O)(=O)N(n2c(C)nnc2-n2nc(C)cc2C)S(=O)(=O)c2ccc(OC)cc2)cc1	9	2%	5%	-5%	-17	1%	-1	-6%	-0.3%	-1%	1
Fc1cccc(Cc2noc(CN3CCSCC3)n2)c1	6	6%	-2%	-1%	5	-5%	-36	7%	-0.2%	1%	5
Cc1cc(C(=O)CN2C(=O)NC3(CCCc4ccccc43)C2=O)c(C)n1C (stereo not given)	-27	-2%	3%	1%	-19	-17%	-6	2%	?	-1%	10
NC(=O)c1ccc(NC(=O)COc2coc(CN3CCc4ccccc4C3)cc2=O)cc1	-14	2%	-12%	1%	0	.	-9	4%	0.1%	.	.
COc1cccc(OCC(=O)NC2CCCCC2)c1	5	?	-6%	1%	-4	-4%	-11	?	0.4%	0%	0
Cn1cc(S(=O)(=O)N2CCN(c3ccc(F)cc3)CC2)c(=O)n(C)c1=O	3	11%	0%	1%	-21	0%	0	?	0.0%	1%	0
CC1CCc2sc(C(=O)NC3CCN(Cc4ccccc4)CC3)cc2C1 (stereo not given)	?	-12%	3%	-1%	-11	.	31	0%	-0.1%	.	.
COCCNC(=O)c1cn(C)c2ccc(S(=O)(=O)N3CCCC3)cc2c1=O	6	10%	?	4%	15	.	-16	1%	0.1%	5%	.
COc1cccc(Oc2c(C)oc3c(CN4CCCCC4)c(O)ccc3c2=O)c1	-5	-17%	18%	0%	21	0%	-6	-6%	-0.5%	1%	4
COc1ccc(C(=O)NCCCCNC(=O)c2ccc(OC)c(OC)c2)cc1OC	9	18%	18%	0%	0	3%	-17	1%	3.9%	-3%	1
O=C(Cc1ncc(C(F)(F)F)cc1Cl)NCCc1ccccn1	7	9%	-6%	2%	-1	0%	-4	1%	0.1%	-1%	1
Cc1cccc(-n2ncc3c2CCCC3NC(=O)CCc2ccncc2)c1C (stereo not given)	3	-12%	-17%	-9%	11	.	5	6%	0.2%	1%	1
CCNC(=S)NC(=NCc1cccnc1)Nc1nc(C)cc(C)n1	-11	-3%	-18%	0%	4	-20%	-2	?	-0.4%	3%	1
CCCC(=O)C1=C(O)C(C(=O)OC)C(C)(C)CC1=NCc1ccccc1 (stereo not given)	-13	4%	-2%	-10%	21	-7%[11.5 µM]	7	10%	0.0%	-1%	1
